EPAC2 ag – qHTS for Agonist of cAMP-regulated guanine nucleotide exchange factor 4 (EPAC2): primary screen; actives 0.079% (n = 360,000); AID 720711, 2013; Rap guanine nucleotide exchange factor 4 (Homo sapiens), Q8WZA2; EPAC2 activation, biochemical qHTS; response scale: 100% = 6.5 mM cAMP response; Potency, µM (doses to about 154 µM), inactives show at the top dose activation, most hits filed as activators; note: potency is the fitted concentration of half-maximal effect; nearly all actives have a fitted effect of over 50% in size
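Setup: EPAC2 100 nM, labeled Rap1B complex 250 nM, free GDP 50 uM. Compound titrations pinned in, brief spin, 5 min room temperature incubation. Kinetic fluorescence read over 30 min, normalized to 6.5 mM cAMP.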
EPAC1 antag – qHTS for Antagonist of cAMP-regulated guanine nucleotide exchange factor 3 (EPAC1): primary screen; actives 0.14% (n = 360,000); Rap guanine nucleotide exchange factor 3 (Homo sapiens), O95398; Potency, µM (series often up to 115 µM), without a hit: top-dose activity change, negative = inhibition, actives largely listed as inhibitors; AID 720709, 2013; EPAC1 GEF assay, Rap1b-BODIPY-GDP exchange fluorescence;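 note: potency is the fitted concentration of half-maximal effect; plate controls were vehicle for no effect and positive control for full effect; nearly all actives have a fitted effect of over 50% in size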
PLK1 PBD block – qHTS for Inhibitors of PLK1-PDB (polo-like kinase 1 - polo-box domain): Primary Screen; actives 2.8% (n = 360,000); Potency, µM, inactives show max response, negative = inhibition, actives largely listed as inhibitors; Plk1 PBD binding of FITC phosphopeptide, fluorescence polarization; Serine/threonine-protein kinase PLK1 (Homo sapiens), P53350; note: potency is the fitted concentration of half-maximal effect; series mostly up to about 57 µM; % is set by controls: 0 for no effect and ±100 for the full control effect; nearly all actives have a fitted effect of over 65% in size
WRN inhibitor – qHTS for Inhibitors of WRN Helicase. Bifunctional 3'-5' exonuclease/ATP-dependent helicase WRN (Homo sapiens), Q14191. WRN helicase unwinding, fluorescent forked duplex, kinetic. actives 0.46% (n = 360,000). AID 651768, 2012. Potency, µM (series often up to 114 µM), inactives show at the top dose activity change, negative = inhibition, most hits filed as inhibitors; note: potency is the fitted concentration of half-maximal effect; % is set by controls: 0 for no effect and ±100 for the full control effect; nearly all actives have a fitted effect of over 55% in size
Target sequence (Q14191 whole entry, looked up): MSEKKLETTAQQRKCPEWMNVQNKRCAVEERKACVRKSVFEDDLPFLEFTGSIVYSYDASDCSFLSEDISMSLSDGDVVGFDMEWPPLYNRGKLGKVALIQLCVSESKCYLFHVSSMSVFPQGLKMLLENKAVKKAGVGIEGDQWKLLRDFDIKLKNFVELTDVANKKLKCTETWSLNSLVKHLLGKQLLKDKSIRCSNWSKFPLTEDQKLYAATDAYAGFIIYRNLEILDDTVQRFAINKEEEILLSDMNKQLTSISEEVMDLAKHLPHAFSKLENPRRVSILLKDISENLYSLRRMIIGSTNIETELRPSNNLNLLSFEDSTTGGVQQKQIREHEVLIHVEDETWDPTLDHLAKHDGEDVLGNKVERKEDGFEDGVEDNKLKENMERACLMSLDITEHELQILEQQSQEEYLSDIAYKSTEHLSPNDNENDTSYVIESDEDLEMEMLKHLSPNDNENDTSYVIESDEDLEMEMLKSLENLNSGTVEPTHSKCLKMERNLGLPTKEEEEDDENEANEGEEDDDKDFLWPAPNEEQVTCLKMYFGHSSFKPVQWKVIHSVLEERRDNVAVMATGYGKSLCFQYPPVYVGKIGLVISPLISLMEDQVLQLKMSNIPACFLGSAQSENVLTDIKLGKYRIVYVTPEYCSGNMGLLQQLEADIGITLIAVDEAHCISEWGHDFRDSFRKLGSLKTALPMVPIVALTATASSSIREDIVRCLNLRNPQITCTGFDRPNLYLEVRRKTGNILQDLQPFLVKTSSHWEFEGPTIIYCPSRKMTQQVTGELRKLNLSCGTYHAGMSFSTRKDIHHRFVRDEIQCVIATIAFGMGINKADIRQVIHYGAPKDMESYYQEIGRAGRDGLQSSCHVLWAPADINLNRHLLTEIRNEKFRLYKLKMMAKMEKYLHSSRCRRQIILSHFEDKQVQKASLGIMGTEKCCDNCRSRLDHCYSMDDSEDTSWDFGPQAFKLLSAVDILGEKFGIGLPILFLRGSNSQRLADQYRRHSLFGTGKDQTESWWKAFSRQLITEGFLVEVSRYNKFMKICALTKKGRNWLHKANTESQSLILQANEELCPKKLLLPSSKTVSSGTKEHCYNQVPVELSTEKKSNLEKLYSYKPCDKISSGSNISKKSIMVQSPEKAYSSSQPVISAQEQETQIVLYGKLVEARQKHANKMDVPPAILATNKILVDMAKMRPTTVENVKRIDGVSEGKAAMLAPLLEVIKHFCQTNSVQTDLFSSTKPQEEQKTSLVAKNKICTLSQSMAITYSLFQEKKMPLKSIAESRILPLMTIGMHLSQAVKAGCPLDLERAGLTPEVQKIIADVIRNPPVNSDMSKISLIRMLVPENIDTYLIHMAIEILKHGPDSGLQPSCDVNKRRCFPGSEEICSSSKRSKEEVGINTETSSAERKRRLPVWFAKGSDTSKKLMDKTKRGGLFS
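Fluorescence dequenching readout, ex 525 nm/em 598 nm, kinetic mode: forked duplex DNA (100 nM final) with adjacent fluorophore and quencher unwound by WRN (20 nM final) with 2 mM ATP. Compound preincubation 15 min, room temperature.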
CCT modulator – High-Throughput Screening for Modulators of Cytosolic Chaperonin Activity. purified chaperonin ATPase assay, HTRF ADP detection, 30 min. activity change, % (concentration not given with the values), hits read low. actives 0.3% (n = 360,000); in the data active = activity change below about -30%; note: % is set by controls: 0 for no effect and ±100 for the full control effect
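ATPase activity: ADP formed was measured by HTRF Transcreener (665/615 nm ratio) after 30 min at 37 deg C with 10 uM ATP. Compounds screened at one 76 uM concentration against 40 or 20 nM TRiC in Tris pH 7.4/KCl/MgCl2/DTT buffer.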
IL2 activator – qHTS of IL-2 Activators. actives 0.065% (n = 360,000). AID 652025, 2013. IL-2 activation reporter assay, cell-based qHTS; stimulated with anti-CD3/CD4/CD28 beads; in transgenic mouse T cells. activation, % (series mostly up to about 46 µM); in the data active = activation above about 50%; inconclusive = mostly about 30% to 49%; note: 0% is about no effect
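EGFP and DsRed fluorescence is measured by plate cytometry in unstimulated transgenic mouse T cells exposed to compound for 60 minutes, then stimulated 18 hours at 37 degrees C with anti-CD3/anti-CD4 beads plus anti-CD28.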
PI5P4Ka inh – qHTS for Inhibitors of phosphatidylinositol 5-phosphate 4-kinase (PI5P4K); Phosphatidylinositol 5-phosphate 4-kinase type-2 alpha (Homo sapiens), P48426; PI5P4Kalpha enzyme, ADP-Glo luminescence, 60 min; active compounds read low; max response, %; actives 1.2% (n = 330,000); AID 652105, 2013; active = max response of -50% or lower; inconclusive = between -30% and -50%; inactive = -30% or higher; note: value at the top dose of about 77 µM; % is set by controls: 0 for no effect and ±100 for the full control effect
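Quantitative HTS of the MLSMR library against PI5P4Kalpha with substrate. ATP added last at 5 microM final; room temperature, 60 minutes. Remaining ATP depleted, ADP converted and read as luminescence.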
EPAC1 ag – qHTS for Agonist of cAMP-regulated guanine nucleotide exchange factor 3 (EPAC1): primary screen; Rap guanine nucleotide exchange factor 3 (Homo sapiens), O95398; EPAC1 agonist qHTS, biochemical assay; response scale: 100% = response to 6.5 mM cAMP; Potency, µM (highest dose often 154 µM), inactives show at the top dose activation, actives largely listed as activators; actives 0.073% (n = 360,000); note: potency is the fitted concentration of half-maximal effect; nearly all actives have a fitted effect of over 60% in size
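Read-out is the fluorescence drop as BODIPY-GDP leaves Rap1B (480 nm excitation, 540 nm emission), recorded every 5 minutes over 30 minutes. Reactions held 100 nM EPAC1, 250 nM Rap1B–BODIPY-GDP and 50 uM GDP, with 6.5 mM cAMP setting full activation.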
* = called active by the depositor; u = inconclusive; x = not tested or not shown; [ ] = dose if it differs, or a comment. Unless noted, calls come from the whole dose curve; as a rule, active = well fitted curve in the direction sought with a large enough effect; inconclusive = small, poorly fitted or top-dose-only effect, or another doubt; inactive = no such curve, though single readings can be large; an effect the other way counts as inactive or inconclusive. These rows are one share of the data; rates above refer to the full screens.

structure	EPAC2 ag	EPAC1 antag	PLK1 PBD block	WRN inhibitor	CCT modulator	IL2 activator	PI5P4Ka inh	EPAC1 ag
CC(C)=CCc1c(O)ccc(C2COc3c(CC=C(C)C)c(O)cc(O)c3C2=O)c1O (configuration not stated)	10%	-24%	-13%	-5%	-3.0	-2.8	u	-17%
O=C(COC(=O)c1ccccc1[N+](=O)[O-])NC(=O)c1ccccc1	6%	3%	-2%	-2%	-2.0	-4.0	-4	-5%
CC(=O)N1CCN(c2nc3cc4c(cc3nc2NS(=O)(=O)c2ccccc2)OCCO4)CC1	1%	0%	-4%	-1%	-2.0	-0.9	2	1%
CC1(C)O[C@@H]2[C@H](O1)[C@@H](CO)O[C@H]2n1cnc2c(=O)[nH]cnc21	-2%	10%	-1%	0%	-49*	-0.8	2	-16%
CC1CCN(CCc2nc3cc(NS(=O)(=O)c4ccc(F)cc4)ccc3n2C)CC1	5%	-2%	-1%	-15%	1.0	-0.6	1	2%
FC(F)(F)c1ccc(-c2cccc3c2C2CC3CCN2)cc1 (configuration not stated)	14%	-2%	-10%	5%	0.3	-0.2	4	-16%
CCOc1cc(N2CCOCC2)c(OCC)cc1NC(=O)c1ccc(S(=O)(=O)N(C)C)cc1	4%	-18%	-7%	1%	0.0	0.8	1	11%
CCC(C(=O)NCCCN1CC(C)CC(C)C1)n1ncn2c(cc3occc32)c1=O (configuration not stated)	0%	18%	-8%	-1%	0.2	-3.9	0	-1%
CCCN1C(=O)C(Cc2nc3ccccc3c(=O)n2C)c2ccccc21 (configuration not stated)	-15%	8%	-3%	5%	1.2	-1.1	-2	3%
Cc1cccc(NC(=O)c2cccc(C(=O)Nc3cccc(C)n3)c2)n1	0%	4%	-20%	-5%	-3.6	1.4	-11	7%
Cc1ccc(CCN2CC(C(=O)NCCCN3CCC(C)CC3)CC2=O)cc1 (configuration not stated)	0%	-14%	27µM*	4%	1.4	-1.1	0	7%
Cc1ccc(NC(=O)c2c(F)cccc2Cl)cc1NS(C)(=O)=O	10%	-17%	-4%	-5%	-1.9	-3.6	0	-4%
Cc1onc(-c2c(F)cccc2Cl)c1C(=O)Nc1ccccc1N1CCOCC1	20%	-23%	u	-28%	1.1	0.2	-3	14%
COc1ccc(NC(=O)CN2CCN(S(=O)(=O)c3ccc(Cl)cc3)CC2)cc1Cl	-20%	-1%	-11%	-1%	-6.0	-0.5	10	16%
Cc1ccc(CCC(=O)Nc2ccc(Cl)cc2)o1	6%	2%	2%	2%	2.2	-3.7	2	-2%
CCOC(=O)N1CCN(C(=O)c2cnn3c(C(F)(F)F)cc(-c4cccs4)nc23)CC1	6%	-1%	-24%	-10%	-3.1	-1.6	3	3%
O=C(O)C(Cc1ccccc1)N1C(=O)CCC1=O (configuration not stated)	4%	11%	-13%	6%	-0.3	-6.9	0	-6%
Nc1cc(-c2ccc(Br)cc2)nn1S(=O)(=O)c1ccccc1	2%	19%	-5%	-7%	1.4	-0.6	-1	-4%
COC(=O)[C@]1(C)N[C@H](CN(C)C(=O)Nc2ccc(Cl)cc2)[C@@H]2C(=O)N(Cc3ccccc3)C(=O)[C@@H]21	4%	-21%	-14%	0%	0.5	0.0	-2	-10%
Cc1cccc(C(=O)N2CCCC(Nc3ccc(F)c(F)c3)C2)n1 (configuration not stated)	8%	1%	-7%	-30%	-0.2	-4.2	-3	1%
S=C1NCN(Cc2ccco2)CN1c1cccc2ccccc12	11%	-12%	-9%	10%	-0.1	-0.1	0	7%
C=CCNC(=O)c1onc(CSc2cccc(OCC)c2)c1C(=O)O	10%	-9%	-12%	-7%	-1.3	-0.4	u	2%
COCCN(C(=O)COC(=O)c1ccco1)c1c(N)n(Cc2ccccc2)c(=O)[nH]c1=O	2%	10%	1%	14%	-0.9	-2.7	-4	2%
CCc1c(C)sc(NC(NC(C)=O)(C(=O)OC)C(F)(F)F)c1C#N (configuration not stated)	9%	3%	-11%	-34%[57.1 µM]	-2.3	-1.1	4	7%
Cc1ccc(C=Nc2ccccc2C(=O)Nc2ccccc2)cc1	-9%	-6%	-2%	-7%	3.6	-0.7	-7	-2%
CC(=O)N1c2ccc(S(=O)(=O)NCCC(=O)Nc3ccc(OC(F)(F)F)cc3)cc2CC1C (configuration not stated)	-4%	-4%	6.7µM*	4%	-0.9	-2.6	-19	-1%
CCOC(=O)C1CCCN(C(=O)c2ccc(Cl)cc2)C1 (configuration not stated)	0%	-2%	10%	5%[57.1 µM]	1.5	1.0	0	4%
COc1ccc(C(=O)N(C)c2c(C)n(C)n(-c3ccccc3)c2=O)cc1OC	9%	2%	-8%	0%	-1.4	-0.4	-1	9%
COc1ccccc1-c1cccc([C@@H]2C[C@H]3[C@H](CON3C)CN2C(C)=O)c1	12%	-5%	-18%	4%	0.8	0.9	-3	-16%
CC(C)(C)C(=O)c1c(N)[nH]c(C(=O)c2ccccc2)c1-c1ccc(C(F)(F)F)cc1	-3%	-15%	-13%	4%	-0.3	-0.2	-7	-10%
O=S(=O)(c1ccc(Br)cc1)n1ccc2ccccc21	7%	3%	1%	-2%	-1.2	-3.6	x	8%
CCCCCNC(=O)C(C)NS(=O)(=O)c1ccc(OC)cc1 (configuration not stated)	1%	2%	u	-32%[57.1 µM]	0.2	-0.3	-9	-13%
CN(C)c1ccc(NC(=S)NC(=O)/C=C/c2ccco2)cc1	5%	-16%	-6%	-5%	-1.9	-0.1	-14	4%
CC(=O)Nc1ccc(S(=O)(=O)N2CCN(C(=O)c3ncoc3-c3ccc(F)cc3)CC2)cc1	5%	-1%	-6%	-3%	-1.9	-0.5	7	0%
O=C1N(c2ccccc2)C(c2ccccc2)C12CCCCC2 (configuration not stated)	6%	9%	-2%	-5%	-0.9	-0.5	4	-5%
COc1cccc(N=Nc2c(=O)[nH]n3c(=O)c4c([nH]c23)CCC4)c1	-5%	u	30µM*	u	-1.4	-0.5	u	-9%
C=CCSc1nnc(Cc2c(C)[nH]c3ccccc23)o1	14%	1%	3%	5%	-0.3	7.4	-2	-3%
O=C1N/C(=C/c2ccc(N3CCOCC3)cc2)C(=O)N1Cc1ccc(F)cc1	-2%	-12%	0%	-6%	-0.5	-0.1	2	-3%
COc1cccc(N2CCN(CC(=O)C34CC5CC(CC(C5)C3)C4)CC2)c1	7%	0%	0%	0%	-2.7	-0.2	2	0%
CN1CCN(CC(O)COc2ccc(C34CC5CC(CC(C5)C3)C4)cc2)CC1 (configuration not stated)	-6%	-5%	-11%	-3%	-1.2	0.0	8	14%
COc1ccc(CCNC(=O)c2cc3c(F)cccc3s2)cc1OC	13%	u	-6%	-7%	-0.6	-0.5	1	6%
O=[N+]([O-])c1ccc(Nc2nc(NC3CCCCC3)nc(N3CCCC3)n2)cc1	5%	6%	-13%	3%	-0.4	-2.7	2	2%
CC(C)(C)C1CCC(=NNC(=O)c2ccc(Br)o2)CC1 (configuration not stated)	1%	5%	-4%	-5%	-3.9	-4.3	-1	2%
CC1c2cc3c(cc2CCN1C(=O)c1ccc(C(F)(F)F)cc1)OCCCO3 (configuration not stated)	3%	1%	-2%	-19%	1.1	-3.4	4	0%
Clc1ccc(C2=Nn3c(nnc3-c3cc(-c4ccccc4)n[nH]3)SC2)cc1	-7%	-9%	-8%	-4%	-0.8	-0.5	x	3%
COc1ccc(/C=C/C(=O)Oc2ccc(/C=N/NC(=O)c3ccncc3)cc2)cc1	7%	11%	-3%	-1%	-0.6	0.7	-8	0%
CC1CCC/C(=N\NC(=O)COc2ccccc2Cl)C1 (configuration not stated)	11%	4%	u	-1%	0.3	-2.2	-2	10%
CC(=O)c1ccc(Sc2nnc(C)s2)c([N+](=O)[O-])c1	7%	-5%	-11%	0%	1.0	-0.3	0	0%
Cc1ccc(-c2nnn(CC(=O)NC3CC4CCC3C4)n2)cc1 (configuration not stated)	-8%	-11%	-4%	-5%	-1.1	0.6	8	-9%

Pulled one by one from above (4):
structure	EPAC2 ag	EPAC1 antag	PLK1 PBD block	WRN inhibitor	CCT modulator	IL2 activator	PI5P4Ka inh	EPAC1 ag
CC(C)(C)C(=O)c1c(N)[nH]c(C(=O)c2ccccc2)c1-c1ccc(C(F)(F)F)cc1	-3%	-15%	-13%	4%	-0.3	-0.2	-7	-10%
COc1ccc(/C=C/C(=O)Oc2ccc(/C=N/NC(=O)c3ccncc3)cc2)cc1	7%	11%	-3%	-1%	-0.6	0.7	-8	0%
COc1ccccc1-c1cccc([C@@H]2C[C@H]3[C@H](CON3C)CN2C(C)=O)c1	12%	-5%	-18%	4%	0.8	0.9	-3	-16%
O=C1N(c2ccccc2)C(c2ccccc2)C12CCCCC2 (configuration not stated)	6%	9%	-2%	-5%	-0.9	-0.5	4	-5%

Screening data from PubChem BioAssay.
